Screening results from PubChem.
IL1B secr inh: qHTS for Inhibitors of Inflammasome Signaling: IL-1-beta AlphaLISA Primary Screen; activity change, % at 57.5 µM; THP-1 LPS/ATP IL-1B secretion, AlphaLISA, 16 h; stronger effect = lower value; 360,000 compounds, 4.7% hits; AID 743279, 2014; in the data active = activity change below about -50%; inconclusive = mostly about -30% to -49%; note: % is set by controls: 0 for no effect and ±100 for the full control effect
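Secreted IL-1B measured by AlphaLISA bead assay after 16 h compound exposure of THP-1 cells; compounds (final up to 57.5 uM) added 1 h before LPS (250 ng/mL) and ATP (1.25 mM) stimulation; lower signal means less secretion.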
HT1080 IDH1KD tx: qHTS for induction of synthetic lethality in tumor cells producing 2HG: qHTS for the HT-1080-IDH1KD cell line | HT-1080 IDH1 knockdown viability, ATP luminescence, 48 h | Potency, µM (series often up to 46.1 µM), for the others: at the highest dose activity, negative = toxicity, hits mostly cytotoxic | 360,000 compounds, 2% hits;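 note: potency is the fitted concentration of half-maximal effect; 0% = DMSO wells and -100% = cell-free medium wells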
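Viability of IDH1-knockdown HT-1080 fibrosarcoma cells was assessed by CellTiter-Glo after 48 h at 37 °C with titrated compound; concentration-effect curves were classified by fit quality and response size.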
ATXN2 expr inh: Primary qHTS for Inhibitors of ATXN expression; HEK-293 ATXN2-luciferase reporter, luminescence, 24 h; Potency, µM (series often up to 57 µM), for inactives: top-dose activity change, negative = inhibition, most hits filed as inhibitors; 360,000 compounds, 0.72% hits; note: potency is the fitted concentration of half-maximal effect; % is set by controls: 0 for no effect and ±100 for the full control effect; nearly all actives have a fitted effect of over 55% in size
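qHTS (up to 57 uM final) was run with 24 h compound exposure of reporter cells at 37 °C. Each well was multiplexed: SteadyGlo luminescence measured ATXN2-luciferase expression after a fluorogenic Gly-Phe-AFC viability readout (25 uM final).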
HT1080NT lethal: qHTS for induction of synthetic lethality in tumor cells producing 2HG: qHTS for the HT-1080-NT fibrosarcoma cell line | HT-1080-NT fibrosarcoma viability, CellTiter-Glo ATP luminescence, 48 h | Potency, µM (series often up to 46.1 µM), for the others: at the top dose activity, negative = less viability, most hits filed as cytotoxic | 360,000 compounds, 1.6% hits | AID 686970, 2013;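 note: NT is the 2HG producing partner of a matched IDH1 knockdown line; potency is the fitted concentration of half-maximal effect; 0% = DMSO-treated cells and -100% = media-only wells without cells; nearly all actives have a fitted effect of over 55% in size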
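750 cells/well, RPMI + 5% FBS; 2 h settle, compound pin-transfer, 48 h at 37 degrees C. CellTiter-Glo 10 min RT, luminescence. Normalized to DMSO and media-only wells.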
KB-V1 cytotox: qHTS assay for MDR1-selective chemotherapeutics: Primary screen using the drug-selected MDR subline cells KB-V1; KB-V1 MDR cells viability, CellTiter-Glo, 72 h; Potency, µM (top dose mostly 46.1 µM), inactives show at the top dose activity change, negative = cytotoxicity, most hits filed as cytotoxic; 400,000 compounds, 3.4% hits; AID 1347076, 2019; note: potency is the fitted concentration of half-maximal effect; % is set by controls: 0 for no effect and ±100 for the full control effect; nearly all actives have a fitted effect of over 60% in size
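KB-V1, DMEM (no phenol red) + 10% FBS; cpd pin-transferred, titration series; 72 h, 37 degrees C; CellTiter-Glo, luminescence. Data normalized, curve-fit.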
KB-3-1 tox: qHTS assay for MDR1-selective chemotherapeutics: Primary screen using the parental adenocarcinoma cell KB-3-1; 400,000 compounds, 1.4% hits; KB-3-1 viability, CellTiter-Glo ATP luminescence, 72 h; Potency, µM (doses to about 46.1 µM), without a hit: top-dose activity change, negative = cytotoxic, actives largely listed as cytotoxic; AID 1347075, 2019; note: potency is the fitted concentration of half-maximal effect; % is set by controls: 0 for no effect and ±100 for the full control effect; nearly all actives have a fitted effect of over 60% in size
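Viability of parental KB-3-1 cells, measured by CellTiter-Glo luminescence, followed a 72 h incubation at 37 °C with pinned compounds in phenol-red-free DMEM containing 10% FBS.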
MCF10A rereplic: A quantitative high throughput screen for small molecules that induce DNA re-replication in MCF 10a normal breast cells; 350,000 compounds, 2.9% hits; Potency, µM (highest dose often 46.1 µM), inactives show at the top dose activity, positive = re-replication, hits mostly activators; MCF 10A DNA re-replication, Hoechst nuclear intensity, 48 h; AID 624296, 2012; note: potency is the fitted concentration of half-maximal effect; % of control where 0% means no effect; nearly all actives have a fitted effect of over 50% in size
S2 tox: Viability Counterscreen for Primary qHTS for Inhibitors of ATXN expression | S2 cells (HEK-293 line with an ATXN2-luciferase reporter) viability, CellTiter-Fluor protease fluorescence, 24 h | AID 651635, 2014 | 400,000 compounds, 0.49% hits | Potency, µM (top dose mostly 56.7 µM), hits mostly cytotoxic; note: potency is the fitted concentration of half-maximal effect; nearly all actives have a fitted effect of over 40% in size
SW480 rereplic: A quantitative high throughput screen for small molecules that induce DNA re-replication in SW480 colon adenocarcinoma cells. SW480 DNA re-replication, Hoechst DNA content imaging, 48 h. 340,000 compounds, 1.8% hits. Potency, µM (doses to about 46.1 µM), for the others: at the top dose re-replication activation, most hits filed as activators; note: potency is the fitted concentration of half-maximal effect; % of control where 0% means no effect; nearly all actives have a fitted effect of over 55% in size
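SW480 cells exposed to compounds for 48 hr at 37 C, 5% CO2, then Hoechst-stained 40 min. Nuclear DNA content imaged by fluorescence scanning (405 nm excitation, 500-530 nm emission); re-replication scored as increased high-intensity nuclei.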
The depositor's hits bear a star; i = inactive; ? = inconclusive; / = no result given; [ ] = remark or other dose. Unless noted, calls come from the whole dose curve; as a rule, active = well fitted curve in the direction sought with a large enough effect; inconclusive = small, poorly fitted or top-dose-only effect, or another doubt; inactive = no such curve, though single readings can be large; an effect the other way counts as inactive or inconclusive.

The first 9 compounds, to show the layout:
Short forms – A = IL1B secr inh; B = HT1080 IDH1KD tx; C = ATXN2 expr inh; D = HT1080NT lethal; E = KB-V1 cytotox; F = KB-3-1 tox; G = MCF10A rereplic; H = S2 tox; I = SW480 rereplic
1) CC1=NN(c2ccccc2)C(=O)C1N=Nc1ccc(N)cc1 (centres undefined)
  A = 0	B = 23µM*	C = 3%	D = -17%	E = -30%	F = ?	G = ?	H = ?	I = 1%

2) O=[N+]([O-])c1ccc2ccn(C3OCC(O)C(O)C3O)c2c1 (centres undefined)
  A = -22	B = 9%	C = -5%	D = 5%	E = 0%	F = 2%	G = -4%	H = i	I = -2%

3) COC(=O)C1(C)COP(=O)(NC23CC4CC(CC(C4)C2)C3)OC1 (centres undefined)
  A = 26	B = 15%	C = 2%	D = 6%	E = 18µM*	F = 15%	G = 0%	H = i	I = -3%

4) O=C(C1CCCCC1)N1CCN(c2ccnc3cc(Cl)ccc23)CC1
  A = ?	B = ?	C = 18µM*	D = -9%	E = ?	F = ?	G = 1%	H = ?	I = ?

5) CCOC(=O)C1CCN(S(=O)(=O)c2cc(Cl)c(C)cc2OC)CC1
  A = 6	B = 2%	C = -7%	D = 4%	E = -6%	F = -4%	G = 4%	H = i	I = -6%

6) CCCn1c(CCC(=O)Nc2cccc(C)c2C)nc2cccnc21
  A = /	B = /	C = 6%	D = /	E = ?	F = -2%	G = /	H = i	I = /

7) CCOCCOC(=O)COc1ccc2c(-c3ccccc3)cc(=O)oc2c1
  A = 26	B = 10%	C = 1%	D = 8%	E = -4%	F = -3%	G = -69%[inhibitor]	H = i	I = ?

8) Cc1ccc2nc(NC(=O)c3nc(SCc4ccccc4F)ncc3Cl)sc2c1
  A = /	B = /	C = 15%	D = /	E = 11%	F = 4%	G = /	H = i	I = /

9) COc1ccc(Cc2nnc(SCC(=O)c3ccc4c(c3)NC(=O)CO4)o2)cc1
  A = 4	B = 0%	C = -2%	D = 2%	E = -1%	F = 8%	G = 0%	H = i	I = 3%

The listing, from the first entry:
Short forms – A = IL1B secr inh; B = HT1080 IDH1KD tx; C = ATXN2 expr inh; D = HT1080NT lethal; E = KB-V1 cytotox; F = KB-3-1 tox; G = MCF10A rereplic; H = S2 tox; I = SW480 rereplic
1) CC1=NN(c2ccccc2)C(=O)C1N=Nc1ccc(N)cc1 (centres undefined)
  A = 0	B = 23µM*	C = 3%	D = -17%	E = -30%	F = ?	G = ?	H = ?	I = 1%

2) O=[N+]([O-])c1ccc2ccn(C3OCC(O)C(O)C3O)c2c1 (centres undefined)
  A = -22	B = 9%	C = -5%	D = 5%	E = 0%	F = 2%	G = -4%	H = i	I = -2%

3) COC(=O)C1(C)COP(=O)(NC23CC4CC(CC(C4)C2)C3)OC1 (centres undefined)
  A = 26	B = 15%	C = 2%	D = 6%	E = 18µM*	F = 15%	G = 0%	H = i	I = -3%

4) O=C(C1CCCCC1)N1CCN(c2ccnc3cc(Cl)ccc23)CC1
  A = ?	B = ?	C = 18µM*	D = -9%	E = ?	F = ?	G = 1%	H = ?	I = ?

5) CCOC(=O)C1CCN(S(=O)(=O)c2cc(Cl)c(C)cc2OC)CC1
  A = 6	B = 2%	C = -7%	D = 4%	E = -6%	F = -4%	G = 4%	H = i	I = -6%

6) CCCn1c(CCC(=O)Nc2cccc(C)c2C)nc2cccnc21
  A = /	B = /	C = 6%	D = /	E = ?	F = -2%	G = /	H = i	I = /

7) CCOCCOC(=O)COc1ccc2c(-c3ccccc3)cc(=O)oc2c1
  A = 26	B = 10%	C = 1%	D = 8%	E = -4%	F = -3%	G = -69%[inhibitor]	H = i	I = ?

8) Cc1ccc2nc(NC(=O)c3nc(SCc4ccccc4F)ncc3Cl)sc2c1
  A = /	B = /	C = 15%	D = /	E = 11%	F = 4%	G = /	H = i	I = /

9) COc1ccc(Cc2nnc(SCC(=O)c3ccc4c(c3)NC(=O)CO4)o2)cc1
  A = 4	B = 0%	C = -2%	D = 2%	E = -1%	F = 8%	G = 0%	H = i	I = 3%

10) Cc1ccccc1-n1c(SCc2cc(=O)n3ccccc3n2)nc2[nH]ncc2c1=O
  A = 0	B = -16%	C = 4%	D = -13%	E = 10%	F = 1%	G = ?	H = i	I = -12%

11) COc1cccc(C2C(C(=O)c3sc(C)nc3C)=C(O)C(=O)N2CCN2CCOCC2)c1 (centres undefined)
  A = 0	B = 25%	C = 1%	D = 26%	E = ?	F = 3%	G = 0%	H = i	I = -2%

12) O=C(Cn1nnc(-c2ccc3c(c2)OCO3)n1)NCc1ccco1
  A = 33	B = -13%	C = 12%	D = -5%	E = 17%	F = -10%	G = -11%	H = i	I = 2%

13) COc1ccccc1NC(=O)Cn1c(=O)n(-c2ccccc2)c(=O)c2oc3ccccc3c21
  A = -7	B = -2%	C = -8%	D = 13%	E = -26%	F = -5%	G = -3%	H = i	I = -3%

14) CC(C)(C)c1ccc(-c2csc(NC(=O)CN3C(=O)NC4(CCCCC4)C3=O)n2)cc1
  A = -16	B = -10%	C = ?	D = -7%	E = 0%	F = 3%	G = 8%	H = i	I = ?

15) CN1C(=O)C(C)(C)c2cc(S(=O)(=O)N3CCCC3C(=O)NCc3ccc(F)cc3)ccc21 (centres undefined)
  A = 18	B = 6%	C = 0%	D = -3%	E = ?	F = 2%	G = -2%	H = i	I = -4%

16) Cc1[nH]c2ccccc2c1C(c1ccccn1)N1CCCC1 (centres undefined)
  A = -25	B = 6%	C = 35%	D = 8%	E = 4%	F = -1%	G = 14%	H = i	I = -6%

17) CCCn1c(SCC(=O)Nc2ccc(Cl)cc2F)nc(O)cc1=O
  A = 29	B = 2%	C = -1%	D = 1%	E = 10%	F = 28%	G = 0%	H = i	I = -24%

18) Cc1ccc2cccc(Oc3ncnc4scc(-c5ccc(Cl)cc5)c34)c2n1
  A = 5	B = -6%	C = -10%	D = -2%	E = ?	F = -15%	G = 2%	H = i	I = -4%

19) COc1cccc2c1oc1c(SCc3nc4ccccc4[nH]3)nc(C)nc12
  A = /	B = /	C = -1%	D = /	E = ?	F = ?	G = ?	H = i	I = 3%

20) C=Cc1ccc(Cn2c(=O)n(-c3cccc(Cl)c3)c(=O)c3c4c(sc32)CN(C(C)=O)CC4)cc1
  A = /	B = /	C = ?	D = /	E = -15%	F = ?	G = /	H = ?	I = /

21) CC(=O)c1c(C)[nH]c(C(=O)Nc2cccc(C(F)(F)F)c2)c1C
  A = -73*	B = ?	C = -2%	D = ?	E = 13µM*	F = ?	G = 4%	H = i	I = 9%

22) COc1ccc(C(=O)Nc2cnn(Cc3ccc(Cl)cc3)c2)cc1OC
  A = -1	B = ?	C = -17%	D = ?	E = -17%	F = 5.8µM*	G = 12µM*	H = i	I = -694%[inhibitor]

23) O=C(CSc1oc(-c2cccs2)nc1S(=O)(=O)c1ccccc1)NC1CCCCC1
  A = -1	B = -27%	C = -4%	D = -19%	E = 3.7µM*	F = -2%	G = 24%	H = i	I = 16%

24) CCOc1ccccc1C(=O)NCC(=O)NNC(=O)c1cccc(S(=O)(=O)Nc2ccc(OC)cc2)c1
  A = -4	B = -6%	C = 3%	D = -28%	E = 0%	F = -25%	G = 29%	H = i	I = 96%

25) O=C(NCc1ccncc1)c1ccc(Br)o1
  A = -10	B = 2%	C = -2%	D = 7%	E = -7%	F = 2%	G = -4%	H = i	I = -4%

26) Cc1nn(CC(=O)N2CCc3ccccc3C2)c(C)c1Cl
  A = -10	B = 3%	C = /	D = 4%	E = -8%	F = -3%	G = 2%	H = i	I = 5%

27) CN(C)c1ccc(-c2nc3cnccn3c2Nc2cccc(C(F)(F)F)c2)cc1
  A = /	B = /	C = 11%	D = /	E = -14%	F = 0%	G = /	H = i	I = /

28) O=C1OCc2ccc(NS(=O)(=O)c3ccc(C(F)(F)F)cc3)cc21
  A = 78	B = -2%	C = -24%	D = 2%	E = -10%	F = -5%	G = 1%	H = /	I = 14%

Copied from the list:
Entry for no. 24 in HT1080 IDH1KD tx: -6%
Entry for no. 13 in HT1080 IDH1KD tx: -2%

Laid out differently: entries from further up
(12) O=C(Cn1nnc(-c2ccc3c(c2)OCO3)n1)NCc1ccco1
  IL1B secr inh: 33	HT1080 IDH1KD tx: -13%	ATXN2 expr inh: 12%	HT1080NT lethal: -5%	KB-V1 cytotox: 17%	KB-3-1 tox: -10%	MCF10A rereplic: -11%	S2 tox: i	SW480 rereplic: 2%

(13) COc1ccccc1NC(=O)Cn1c(=O)n(-c2ccccc2)c(=O)c2oc3ccccc3c21
  IL1B secr inh: -7	HT1080 IDH1KD tx: -2%	ATXN2 expr inh: -8%	HT1080NT lethal: 13%	KB-V1 cytotox: -26%	KB-3-1 tox: -5%	MCF10A rereplic: -3%	S2 tox: i	SW480 rereplic: -3%

The order is random; overall some 11% were active at least once.
